Compound activity as filed in PubChem.
eLon inh = inhibitors of E. coli Lon protease, primary screen, biochemical, fluorescence polarization; hit rate 0.42% among 360,000; P0A9M0; inhibition, % at 7.94 µM; purified E. coli Lon protease; AID 602123, 2011; in the data active = inhibition above about 13%, passing the limit was not always enough;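 note: 0% = enzyme with probe and DMSO and 100% = no enzyme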
FAS-TE inh = FAS thioesterase domain inhibitors, primary screen, biochemical, fluorescence intensity, uHTS. hit rate 0.67% among 360,000. recombinant FAS-TE, OMFH fluorogenic substrate, fluorescence endpoint. inhibition, % at 15 µM. AID 602261, 2012. Fatty acid synthase (Homo sapiens), P49327;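 active = compounds whose normalised, plate-corrected inhibition of enzyme fluorescence in the single-dose primary screen is 50% or more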;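 note: 0% = DMSO with enzyme and 100% = substrate without enzyme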
Neddylation inh = inhibitors of cullin neddylation, primary screen, biochemical, TR-FRET, uHTS, NAE and Ubc12; NEDD8-conjugating enzyme Ubc12 (Homo sapiens) + NEDD8-activating enzyme E1 regulatory …; calls only at 25 µM; hit rate 0.58% among 360,000; in the data active = inhibition above about 36%
MsrA inhibitor = bovine MsrA enzyme inhibitors, primary screen, biochemical, absorbance, HTS; Methionine sulfoxide reductase A (Bos taurus); purified bovine MsrA, absorbance read-out; inhibition, % at 15.5 µM; hit rate 0.75% among 360,000; AID 651718, 2012; in the data active = inhibition above about 4.5%;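 note: 0% = vehicle wells with enzyme and 100% = reference inhibitor wells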
CSN inh = inhibitors of CSN-mediated cullin deneddylation, primary screen, biochemical, fluorescence polarization, uHTS; COP9 signalosome complex subunit 5 (Homo sapiens), Q92905; Purified CSN, SCF-Nedd8-OG deneddylation; inhibition, % at 12.5 µM; hit rate 0.38% among 360,000;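 active = pattern-corrected inhibition above about 35%, with an unprinted fluorescence ratio check between 0.5 and 1.5, limit read from the data, passing the limit was not always enough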;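 note: 0% = enzyme with substrate and 100% = substrate without enzyme; some results filed as inactive read as strong as hits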
Target sequence (Q92905 whole entry, looked up, one chain of several): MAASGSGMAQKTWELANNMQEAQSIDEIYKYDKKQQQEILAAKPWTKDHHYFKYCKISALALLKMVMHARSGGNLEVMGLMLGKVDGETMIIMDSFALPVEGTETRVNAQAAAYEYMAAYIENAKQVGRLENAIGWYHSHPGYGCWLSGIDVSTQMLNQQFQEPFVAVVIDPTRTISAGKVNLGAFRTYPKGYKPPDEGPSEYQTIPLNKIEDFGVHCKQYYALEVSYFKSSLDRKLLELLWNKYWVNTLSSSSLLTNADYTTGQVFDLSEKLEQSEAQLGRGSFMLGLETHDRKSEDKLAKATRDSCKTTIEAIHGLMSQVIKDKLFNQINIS
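Assay system: HEK293T-derived human Csn5 enzyme; quantity: 0.24 nM enzyme; medium: Tris/NaCl/DTT buffer, pH 7.5; also added: substrate SCFSkp2-Nedd8OG, 10 nM; doses: 12.5 µM compound; schedule: 90 min reaction at room temperature; signal: FP; read-out: % inhibition of substrate cleavage by Csn5; benchmarks: substrate-only high control, full reaction low control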
Tb MetRS inh = T. brucei MetRS inhibitors, primary screen, biochemical, luminescence | inhibition, % at 11.9 µM | hit rate 0.4% among 360,000 | purified T. brucei MetRS, ATP depletion, Kinase-Glo luminescence | methionyl-tRNA synthetase (Trypanosoma brucei brucei);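 active = inhibition above a per-plate cutoff of the control wells' mean inhibition plus 3 SD, cut at about 5.5% in these data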;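 note: 0% = DMSO wells median and 100% = median of wells with control inhibitor compound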
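Test system – parasite MetRS enzyme · Reagent – substrates ATP, L-methionine and bulk Escherichia coli tRNA · Doses – 11.9 µM compound single dose, 0.9% DMSO · Times – 15 min enzyme-compound preincubation, 2 h reaction, 10 min detection, 25 °C · Signal – Kinase-Glo luminescence, ATP depletion format · Controls – DMSO-only wells as low control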
bovine MsrA act = bovine MsrA enzyme activators, primary screen, biochemical, absorbance, HTS; AID 602163, 2012; activation, % at 10.6 µM; hit rate 0.3% among 360,000; purified bovine MsrA, absorbance read-out; Methionine sulfoxide reductase A (Bos taurus); in the data active = activation above about 7.5%;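 note: 0% = vehicle and 100% = reference activator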
MLLE-PAM2 inh = inhibitors of PABP1 MLLE–PAM2 peptide binding, primary screen, biochemical, fluorescence polarization, FITC-PAM2, GST-MLLE | inhibition, % at 20 µM | hit rate 0.36% among 360,000 | AID 588489, 2011; in the data active = inhibition above about 35%, passing the limit was not always enough;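 note: plate controls were DMSO wells with GST-MLLE for no effect and wells lacking GST-MLLE protein for full effect; some results filed as inactive read as strong as hits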
Target sequence (P11940 whole entry, looked up): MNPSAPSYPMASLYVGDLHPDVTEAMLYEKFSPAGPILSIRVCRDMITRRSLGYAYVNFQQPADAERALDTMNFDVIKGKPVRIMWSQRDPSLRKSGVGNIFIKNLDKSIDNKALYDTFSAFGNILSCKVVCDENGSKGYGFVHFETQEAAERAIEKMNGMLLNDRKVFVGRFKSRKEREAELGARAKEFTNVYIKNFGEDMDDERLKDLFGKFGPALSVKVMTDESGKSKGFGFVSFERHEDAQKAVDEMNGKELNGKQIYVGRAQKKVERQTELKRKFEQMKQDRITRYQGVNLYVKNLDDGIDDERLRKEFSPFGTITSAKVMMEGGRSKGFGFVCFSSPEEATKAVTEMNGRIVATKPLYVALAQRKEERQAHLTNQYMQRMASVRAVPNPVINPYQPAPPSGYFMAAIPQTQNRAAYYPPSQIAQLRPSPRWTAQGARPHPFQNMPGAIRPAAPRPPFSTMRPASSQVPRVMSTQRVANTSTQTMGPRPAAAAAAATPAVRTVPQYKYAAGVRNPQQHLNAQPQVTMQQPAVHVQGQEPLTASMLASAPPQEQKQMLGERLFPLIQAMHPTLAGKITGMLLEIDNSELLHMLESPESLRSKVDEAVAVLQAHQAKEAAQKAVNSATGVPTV
Rin1-Abl PPI inh = inhibitors of Rin1-Abl protein binding, primary screen, biochemical, TR-FRET; Tyrosine-protein kinase ABL1 (Homo sapiens) + Ras and Rab interactor 1 (Homo sapiens), …; inhibition, % at 7.35 µM; hit rate 0.4% among 360,000; in the data active = inhibition above about 5%, passing the limit was not always enough
The depositor's hits bear a star; i = inactive; . = not tested or not shown.

no.	SMILES	eLon inh	FAS-TE inh	Neddylation inh	MsrA inhibitor	CSN inh	Tb MetRS inh	bovine MsrA act	MLLE-PAM2 inh	Rin1-Abl PPI inh
1	COc1cc(C2C(C(=O)c3cccs3)=C(O)C(=O)N2Cc2ccco2)cc(OC)c1OC (configuration not stated)	-7	-9	i	1.0	2	-0.3	5	1	0
2	CC(=O)NCCNC(=O)Cn1nnc(-c2ccccc2)c1COc1ccc2ccccc2c1	-11	-6	i	-0.6	-3	-0.2	-1	15	-1
3	CC(=O)c1cc(CN2CCC(n3nccc3NC(=O)c3ccccc3C)CC2)cs1	-8	-5	i	-0.4	3	0.1	-2	-14	-1
4	O=C(C(=O)N1CCN(c2ccccc2F)CC1)c1cn(CC(=O)N2CCOCC2)c2ccccc12	-6	-6	i	0.4	0	0.0	-4	3	5
5	Cc1cccc(N2CCN(CC(=O)Nc3ccc(S(=O)(=O)N4CCOCC4)cc3)CC2)c1C	0	22	i	-0.7	1	-0.4	-1	-3	0
6	O=C(Cc1ccc2c(c1)OCCO2)N/N=C/c1ccco1	-7	-6	i	0.1	-2	-0.2	0	14	-1
7	O=C(CCC(=O)OCC(=O)c1ccc([N+](=O)[O-])cc1)NC1CCCCC1	-8	-1	i	0.5	-1	-0.5	-2	14	-4
8	Cc1cc(-c2cccs2)c(C#N)c(=S)[nH]1	3	-2	i	0.5	-3	0.1	0	33	2
9	COc1cccc(/C=N/Nc2ccnc(=O)[nH]2)c1O	11	-6	i	4.3	-5	-1.7	-10	-2	-1
10	Nc1ccccc1OCCOCCOc1ccccc1N	-1	-8	i	0.0	-7	-3.2	-4	-1	-1
11	COc1ccccc1S(=O)(=O)Cc1ccc(C(=O)NCC(OC)OC)o1	-3	-6	i	0.1	0	-0.8	-2	-13	2
12	Cc1ccc(S(=O)(=O)NNC(=S)Nc2c(Cl)cccc2Cl)cc1	-2	-2	i	1.5	0	0.0	-2	12	3
13	Cc1cc(C)c(C(N)=O)c(SCC(=O)c2cc(C)c(C)cc2C)n1	4	-2	i	0.2	-10	0.8	-3	16	0
14	Clc1cccc(C2CCN(Cc3nc(COc4ccccc4)no3)C2)c1 (configuration not stated)	5	28	i	-0.1	-5	-0.8	6	-3	-1
15	COCc1cc(C)nc2sc(C(=O)Nc3nccs3)c(N)c12	-8	0	.	3.1	5	0.5	-2	19	0
16	CCOC(=O)c1ccccc1NC(=S)N1CCN(C(=O)c2ccco2)CC1	-16	-5	i	-0.6	0	-0.5	-3	5	1
17	O=C(c1ccco1)N1CCN(Cc2cc(=O)c(OCc3ccccc3F)co2)CC1	1	-7	i	0.2	-2	-0.4	-2	17	4
18	CCCCC(=O)NCc1ccc2c(c1)cc(C)n2C	11	-7	i	0.4	2	-1.0	-8	14	-17
19	O=C(/C=C/Nc1ccc(S(=O)(=O)Nc2ncccn2)cc1)c1ccc2ccccc2c1	-2	-7	i	2.2	3	-0.8	-5	-3	2
20	COc1ccc(Cn2c(-c3ccc(OC)c(O)c3)nc3ccccc32)cc1O	-10	-2	i	0.3	-7	-1.2	-9	-4	3
21	Cc1ccc(NC(=O)c2ccccc2-c2cc(C)no2)cc1	5	3	i	-0.4	2	0.1	-4	16	1
22	COc1ccccc1N(CC(=O)NC(C)(C)C)C(=O)c1ccc(Cl)nc1	-11	-1	i	-0.2	4	-0.2	2	-12	4
23	O=C(COC(=O)c1cnccn1)NCc1ccccc1	-6	-4	i	0.1	1	-1.1	4	1	2
24	O=C(COC(=O)Cc1ccc(Cl)cc1)Nc1ccc(OC(F)F)cc1	-13	19	i	1.1	0	1.1	-1	-1	5
25	CN(C)CCn1c2c(c(SCC(=O)Nc3ccccc3)nc1=O)CCCC2	1	-2	i	-0.5	-7	-0.2	-4	5	4
26	O=C(NNC(=O)c1cnccc1C(F)(F)F)c1cccc(Cl)c1	0	0	i	-0.6	1	-1.2	-4	5	-1
27	COc1ccc(CNC(=O)CN(CCC(C)C)S(=O)(=O)c2ccc3c(c2)OCCO3)cc1	-10	9	i	0.6	-19	-0.3	1	-15	-5
28	CN(C(=O)COc1ccc(Cl)cc1Cl)c1nnc(C23CC4CC(CC(C4)C2)C3)s1	-2	32	i	0.1	9	-0.1	-1	10	-1
29	O=C(NN=Cc1ccc(Cl)cc1Cl)c1ccccc1	-15	5	i	-0.3	-9	-0.2	-3	-7	-5
30	CC[C@@]12C(=O)N(c3cccc(Cl)c3)C(=O)N1[C@H](c1ccc(Br)cc1)[C@@H]1C(=O)N(C(C)(C)C)C(=O)[C@@H]12	-6	56*	i	0.8	-2	-0.1	-6	1	4

A run of entries of the results above, as a working copy:
no.	SMILES	eLon inh	FAS-TE inh	Neddylation inh	MsrA inhibitor	CSN inh	Tb MetRS inh	bovine MsrA act	MLLE-PAM2 inh	Rin1-Abl PPI inh
29	O=C(NN=Cc1ccc(Cl)cc1Cl)c1ccccc1	-15	5	i	-0.3	-9	-0.2	-3	-7	-5
30	CC[C@@]12C(=O)N(c3cccc(Cl)c3)C(=O)N1[C@H](c1ccc(Br)cc1)[C@@H]1C(=O)N(C(C)(C)C)C(=O)[C@@H]12	-6	56*	i	0.8	-2	-0.1	-6	1	4

The list goes on:
no.	SMILES	eLon inh	FAS-TE inh	Neddylation inh	MsrA inhibitor	CSN inh	Tb MetRS inh	bovine MsrA act	MLLE-PAM2 inh	Rin1-Abl PPI inh
31	O=C1c2ccccc2S(=O)(=O)N1CC1CC(c2ccccc2)=NO1 (configuration not stated)	-5	8	i	-0.6	-7	-1.4	-4	-1	2
32	COc1cc2[nH]c(=O)n(CCCCCC(=O)NCCCN3CCC(C)CC3)c(=O)c2cc1OC	-7	-5	i	0.2	4	-0.5	1	-6	3
33	O=C(NC1CC2CCC(C1)N2Cc1nnnn1Cc1ccco1)NC12CC3CC(CC(C3)C1)C2 (configuration not stated)	1	1	i	0.9	4	0.3	-9	-1	3
34	Brc1c(CSc2nncc3ccccc23)nc2ccccn12	-11	-21	i	-1.1	1	-0.8	-9	-25	-4
35	CCN1CCN(c2ccc(NC(=O)c3cccnc3)cc2Cl)CC1	1	-4	i	-1.1	-1	-0.2	-4	-3	-1
36	Nc1nnnn1/N=C/c1ccc(O)cc1	-11	-7	i	3.0	-4	-0.4	-3	6	0
37	Cc1occc1-c1nnc(SCC(=O)Nc2c(F)cccc2F)n1C	-13	-4	i	0.3	-1	-0.5	-1	0	2
38	O=C(CCCCl)NC(=S)Nc1ccc(N2CCOCC2)cc1	-4	-3	i	-0.6	-1	-0.4	-2	3	-2
39	Cc1ccc(C)c(NS(=O)(=O)c2ccc3c(c2)NC(=O)CCS3)c1	2	-6	i	-0.5	-4	-0.7	-3	-1	-1
40	COc1ccccc1/C=C(/C(=O)OCC(=O)Nc1ccc(N(C)C)cc1)c1ccccc1	9	9	i	-0.6	-16	-1.0	-10	-4	-2
41	COc1cc(CN2CCNC(=O)C2CC(=O)N(C)CCN2CCOCC2)cc(OC)c1 (configuration not stated)	-4	-6	i	0.6	0	-0.1	-1	5	-3
42	Cc1nc2nc(CNC(=O)OC(C)(C)C)nn2c(C)c1CCC(=O)Nc1ccc2c(c1)OCO2	4	-2	i	1.1	1	-0.2	-1	2	-2
43	N#CC(C(=O)NC1CC1)c1nc2ccccc2nc1N1CCN(C/C=C/c2ccccc2)CC1 (configuration not stated)	0	15	i	-0.9	-5	-0.4	-2	-5	-2
44	COc1cc(C(=O)Nc2cccc(S(=O)(=O)N3CCCC3)c2)cc(OC)c1C	-6	18	i	-1.0	-1	-0.7	-4	11	-1
45	CC(OC(=O)CSc1ccc([N+](=O)[O-])cc1)C(=O)NC1CC1 (configuration not stated)	1	4	i	2.4	1	-0.3	-5	42*	3
46	Cc1ccnc(NC(=O)c2ccc(S(=O)(=O)NCc3ccco3)cc2)c1	-6	-4	i	-1.6	-2	-0.3	-2	-10	1
47	COc1cccc(S(=O)(=O)Nc2ccc(C(=O)NCc3ccco3)cc2)c1	-9	-5	i	0.1	5	-0.7	-4	-4	2
48	NC(=O)CSc1nc2scc(-c3ccc(Cl)cc3)c2c(=O)n1Cc1ccccc1	1	9	i	1.8	4	1.1	-2	8	-2
49	O=C(Cn1cc2c(n1)CCCC2)NC1CCN(Cc2ccccc2)CC1	0	-7	i	-0.1	-3	-0.1	-2	6	-2
50	CCSc1nnc(-c2ccncc2)n1Cc1ccccc1	3	-1	i	0.6	1	-0.5	-5	-16	4
51	O=C(c1cccc(O)c1)N1CCN(C(=O)C2CC2)CC1	-5	-6	i	-0.7	0	-0.6	-7	9	2
52	Cn1c(N)c(C(=O)COC(=O)C2(c3ccc(Cl)cc3)CCCC2)c(=O)n(C)c1=O	-2	34	i	-1.4	3	-0.7	-4	-9	1
53	CCOc1cc(C=O)cc(Br)c1OCC(N)=O	-6	-7	i	0.7	-2	0.0	-5	-9	2
54	CCO/N=C/c1ccc(OC)c(Oc2nc(OC)cc(OC)n2)c1	0	15	i	-0.2	2	-0.1	-2	1	6
55	COc1ccc(CNC(=O)CN=C2NC(=O)C(c3ccccc3)(c3ccccc3)N2)cc1	7	-9	i	0.7	2	-0.9	-3	-1	2
56	COc1cccc(S(=O)(=O)N2CCOCC2)c1	-4	-5	i	0.2	0	-0.3	-1	7	0
57	CC(C)(C#CCN1CCCC1)OCCC#N	-6	-5	i	0.4	-4	-1.4	-2	1	-2
58	COc1ccc(/C=C2\SC(=S)N(CCCC(=O)NC3CCCC3)C2=O)cc1OC	-13	-11	i	0.2	0	-0.2	-4	33	-3
59	COc1ccc(-c2[nH]ncc2CNCCn2cccn2)c(F)c1	1	-6	i	1.8	2	-0.3	-5	-6	-1
60	c1ccc(-n2cc(CN3CCC(N4CCOCC4)CC3)c(-c3ccc4c(c3)OCO4)n2)cc1	0	-1	i	0.3	-11	-1.5	-10	0	8
